NPY-Y2 PAM-ag: potentiates or activates human NPY-Y2 receptor. P49146. cells expressing NPY-Y2, potentiator/agonist read-out. activation, % at 3.6 µM. AID 1359. actives 0.45% (n = 220,000); in the data active = activation above about 27%;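 note: cells stimulated with NPY near EC25 plus isoproterenol at EC100; 0% = vehicle plus submaximal agonist and 100% = vehicle plus saturating agonist; some results beyond the cut were filed as inactive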
NPY1 pot ag: human NPY-Y1 potentiation or agonism, primary screen | P25929 | actives 0.37% (n = 220,000) | activation, % at 3.6 µM | AID 1304 | NPY-Y1 expressing cells, potentiator/agonist activation; in the data active = activation above about 33%, passing the limit was not always enough;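 note: cells stimulated with NPY at EC10 then isoproterenol at EC100; 0% = low agonist plus stimulus and 100% = saturating agonist plus stimulus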
Target sequence (P25929 whole entry, looked up): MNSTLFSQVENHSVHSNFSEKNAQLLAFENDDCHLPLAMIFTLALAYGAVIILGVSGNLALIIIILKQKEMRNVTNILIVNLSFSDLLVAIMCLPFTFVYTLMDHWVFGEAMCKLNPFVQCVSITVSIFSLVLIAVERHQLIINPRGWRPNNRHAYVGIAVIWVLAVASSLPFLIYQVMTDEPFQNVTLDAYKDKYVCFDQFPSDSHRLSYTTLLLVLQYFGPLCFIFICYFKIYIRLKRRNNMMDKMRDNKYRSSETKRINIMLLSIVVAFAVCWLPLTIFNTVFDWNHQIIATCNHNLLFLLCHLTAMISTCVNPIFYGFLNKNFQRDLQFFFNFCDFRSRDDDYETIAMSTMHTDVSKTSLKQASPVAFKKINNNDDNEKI
zfTRPN1 agonist: activates the zebrafish TRPN1 channel | HEK293 zebrafish TRPN1-YFP, Fluo-8 calcium fluorescence; 100% = response to 87 µM carbachol | activation, % at 3 µM | actives 0.18% (n = 220,000) | AID 1424;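 active = activation above its plate's cutoff, the mean activation of test wells on that plate plus 3 SD, cut at about 19% in these data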;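 note: 0% = DMSO alone and 100% = 87 µM carbachol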
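Assay system: Zebrafish TRPN1-YFP in HEK293 cells | Incubation: Dye loading 1 h at 37 °C, then 30 min room temperature | Measured by: Kinetic Fluo-8 fluorescence, ex 470-495, em 515-575 nm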
CHOP inh: blocks CHOP induction under ER stress. CHO-K1 CHOP-promoter luciferase, tunicamycin-induced, 15-18 h. inhibition, % at 10 µM. actives 3.8% (n = 220,000);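 active = compounds that reduced the stress-induced luciferase reporter signal by more than about 70% of percent inhibition, limit read from the data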;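 note: 0% = tunicamycin plus vehicle and 100% = wells without tunicamycin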
S1P4 antag: antagonists of human S1P4 receptor; actives 0.26% (n = 220,000); inhibition, % at 4.98 µM; S1P4-expressing cells, antagonist mode, reporter read-out; O95977; AID 1510; in the data active = inhibition above about 29%;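 note: 0% = wells stimulated with agonist and 100% = vehicle wells without agonist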
Target sequence (O95977 whole entry, looked up): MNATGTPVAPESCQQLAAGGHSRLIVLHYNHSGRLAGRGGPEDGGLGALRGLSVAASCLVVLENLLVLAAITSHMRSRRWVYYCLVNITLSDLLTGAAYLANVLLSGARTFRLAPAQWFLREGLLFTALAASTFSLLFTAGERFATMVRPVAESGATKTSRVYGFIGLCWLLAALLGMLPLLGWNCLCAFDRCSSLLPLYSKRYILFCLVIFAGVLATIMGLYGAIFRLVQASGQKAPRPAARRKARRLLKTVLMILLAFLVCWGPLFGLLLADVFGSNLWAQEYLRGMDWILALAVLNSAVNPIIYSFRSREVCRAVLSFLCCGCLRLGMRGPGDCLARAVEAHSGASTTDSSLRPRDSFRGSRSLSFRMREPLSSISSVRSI
NPY-Y1 antag: blocks the human neuropeptide Y Y1 receptor | P25929 | HEK293-CNG Y1 cells, membrane potential fluorescence; NPY at EC95, then isoproterenol | inhibition, % at 3.6 µM | actives 1% (n = 200,000) | AID 1040;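 active = inhibition above the campaign mean inhibition of all tested compounds plus 3 SD, cut at about 20% in these data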;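 note: 0% = DMSO wells given NPY plus isoproterenol and 100% = isoproterenol alone without NPY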
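Test system – HEK293 Y1/CNG channel cell line · Also added – NPY agonist 25 nM, then isoproterenol 1 µM plus Ro 20-1724 25 µM · Compound dosing – one concentration, 3.6 µM, in 0.4% DMSO · Schedule – compound incubation 1 h at room temperature, readout 45 min post-stimulation · Technique – fluorescence, membrane potential probe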
S1P4 ag: activates the human S1P4 receptor; S1P4-expressing cell line, agonist reporter assay; AID 1509; actives 0.35% (n = 220,000); activation, % at 4.98 µM; in the data active = activation above about 11%;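 note: 0% = DMSO vehicle and 100% = reference agonist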
TRPML3 agonist: human mucolipin-3 channel agonism | Q8TDD5 | HEK293 TRPML3-YFP, Fluo-8 calcium fluorescence; 100% = the carbachol control signal | activation, % at 3 µM | actives 0.29% (n = 220,000) | AID 1448;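 active = activation above its plate's cutoff, the mean activation of the plate's test wells plus 3 SD, cut at about 12% in these data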;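 note: 0% = DMSO only wells and 100% = carbachol wells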
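system = HEK293 cells stably carrying human TRPML3-YFP | doses = one concentration, 3 µM nominal, 0.3% DMSO | timing = dye loading 1 h 37 °C then 30 min ambient, 125 s read | detection = Fluo-8 calcium dye fluorescence, ex 470-495, em 515-575 nm | benchmarks = high control carbachol 87 µM, low control DMSO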
EP2 modulator: modulators of human EP2 prostaglandin E2 receptor; P43116; EP2-expressing cells, cAMP HTRF FRET, PGE2 co-stimulation; induction, % at 25 µM; actives 0.83% (n = 260,000); AID 940;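 active = compounds whose cAMP rise, as percent of the full-agonist control response, exceeds 60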;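 note: rat C6 glioma line stably carrying human EP2 under a CMV promoter; the protocol text gives 20 µM as final concentration; 100% = response of wells given 1 µM PGE2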
Target sequence (P43116 whole entry, looked up): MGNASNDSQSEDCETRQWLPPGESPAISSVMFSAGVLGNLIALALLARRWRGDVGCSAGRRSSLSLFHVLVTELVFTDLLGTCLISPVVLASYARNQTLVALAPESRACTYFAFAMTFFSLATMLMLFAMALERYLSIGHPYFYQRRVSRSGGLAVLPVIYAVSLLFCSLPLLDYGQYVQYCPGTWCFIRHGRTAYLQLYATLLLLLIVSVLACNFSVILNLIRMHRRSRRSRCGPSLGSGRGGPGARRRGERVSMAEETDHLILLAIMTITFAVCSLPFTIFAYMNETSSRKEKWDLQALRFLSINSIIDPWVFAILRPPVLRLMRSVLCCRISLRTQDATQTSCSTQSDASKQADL
Active calls of the source: *; . = no result given; & = joins results of further samples.

1) Cc1ccc(NC(=O)N2CCC(C(=O)Nc3ccc(C)cc3C)CC2)cc1
2) COCC(=O)Nc1nc2ccc(C)cc2s1
3) Cc1ccc(/C=C2/SC(=S)N(c3ccc(S(=O)(=O)Nc4nccs4)cc3)C2=O)cc1
4) c1ccc(Sc2ncnc3ccccc23)cc1
5) COc1ccc(S(=O)(=O)NCCC(=O)NC(C)c2ccccc2)cc1 (stereo not given)
6) Cc1ccc(NC(=S)N(CCN(C)C)Cc2cc3cc(C)cc(C)c3[nH]c2=O)cc1
7) Cc1ccc2nc(CSc3nnc(-c4ccncc4)n3C)cc(=O)n2c1
8) C/C(=N\NC(=O)C12CCC(C)(C(=O)O1)C2(C)C)c1ccccc1O (stereo not given)

entry no.,1,2,3,4,5,6,7,8
TRPML3 agonist,0.4,0.9,0.9,-0.2,0.0,-0.1,0.1,0.2
S1P4 ag,-0.9,0.9,0.2,-0.9,-0.3,-3.8,-1.0,1.5
NPY-Y1 antag,4,2,.,.,3,25*,0,.
S1P4 antag,-8,-34,6,0,-11,-17,-17,-5
NPY1 pot ag,15,-2,15,17,-18,-11,10,30
zfTRPN1 agonist,-0.2,0.9,0.3,-1.8,0.1,-0.4,3.0,-1.1
CHOP inh,-8,34,58,3,-14,13,-8,19
EP2 modulator,21,17,-1,20,32,-44,22,-8
NPY-Y2 PAM-ag,-4,8,20,3,-10,-11,11,-3

9) O=[N+]([O-])c1cc(S(=O)(=O)/N=C(/c2ccccc2)N2CCOCC2)ccc1Cl
10) CCn1c(=O)n(CC)c2cc(S(N)(=O)=O)ccc21
11) O=C(NCc1ccc2c(c1)OCO2)C(=S)N1CCOCC1
12) CCOC(=O)C1CCN(C(=O)CCNC(=O)Cn2ccc3ccccc3c2=O)CC1
13) Cc1cc(OCC(=O)c2ccc(F)cc2)ccc1N1C(=O)CCC1=O
14) CCOc1ccc2nc(NC(=O)CN3CCOCC3)sc2c1
15) O=C1CC(c2ccccc2)CN1C(=O)c1cccc([N+](=O)[O-])c1 (stereo not given)
16) CCCCn1c(SCC(=O)N2CCOCC2)nnc1-c1cccs1

entry no.,9,10,11,12,13,14,15,16
TRPML3 agonist,1.5,0.1,0.6,-0.2,0.4,1.2,0.6,0.0
S1P4 ag,0.0,-2.0,1.6,-3.6,0.7,0.0,0.3,0.5
NPY-Y1 antag,-8,8,-1,6,-8,-5,0,0
S1P4 antag,6,-4,0,3,-27,-4,0,-7
NPY1 pot ag,10,8,-2,19,-22,12,10,-9
zfTRPN1 agonist,0.9,0.7,-0.3,-0.8,-1.4,-1.2,1.3,1.1
CHOP inh,21,-20,6,38,34,-6,46,22
EP2 modulator,29,10,2,17,18,2,5,-18
NPY-Y2 PAM-ag,-3,-14,1,11,-8,5,4,-2

17) COCCSc1nnc(NC(=O)c2cc(OC)c(OC)cc2[N+](=O)[O-])s1
18) CN(C)/C=C(\c1cnc(Cl)s1)S(=O)(=O)c1ccccc1
19) Cc1cc(C)nc(Nc2ncc(O)n2-c2ccc(C)c(C)c2)n1
20) COc1nc(N)c(S(=O)(=O)c2ccccc2)cc1C#N
21) CC(CC(=O)Nc1cccnc1)c1ccccc1 (stereo not given)
22) C(=N\Nc1nc2ccccc2[nH]1)/c1cccc2cccnc12
23) O=C(O)c1ccc(F)c(S(=O)(=O)Nc2ccccc2)c1
24) O=C(CN1c2cccc3cccc(c23)S1(=O)=O)Nc1ccc(S(=O)(=O)N2CCOCC2)cc1

entry no.,17,18,19,20,21,22,23,24
TRPML3 agonist,0.9,0.5,0.0,-0.3,1.0,-0.1,0.7,0.3
S1P4 ag,0.8,0.4,-0.2,-1.1,-0.6,0.0,0.2,0.3
NPY-Y1 antag,4,-5,4,5,0,.,-1,-1
S1P4 antag,2,-8,-6,-23,-14,7,-8,-2
NPY1 pot ag,12,12,7,4,0,-5,26,-11
zfTRPN1 agonist,0.3,-0.3,-0.1,-0.1,0.6,0.1,0.2,-0.2
CHOP inh,6,-3,18,0,17,88*,41,29
EP2 modulator,16,2,-2,27,18,-50,17,-28
NPY-Y2 PAM-ag,-4,1,-8,3,3,-15,7,1

25) CCOC(=O)N1CCN(C(=O)Nc2ccc3nc(C)sc3c2)CC1
26) CC(=O)Nc1ccc(CN2CCN(C3CCCC3)C(CCO)C2)cc1 (stereo not given)
27) CN(C(=O)COC(=O)c1ccc(=O)n(Cc2ccccc2)n1)c1ccccc1
28) CCc1cc(C(=O)OC)c(NC(=O)c2cc(Br)cs2)s1
29) COC(=O)c1ccc(CSc2nnnn2-c2ccccc2)o1
30) CC(=O)c1ccccc1OCCCN1CCCCC1
31) COc1cc(C(=O)Nc2ccc(Oc3ncnc4sc(-c5ccccc5)cc34)cc2)cc(OC)c1OC
32) COC(=O)c1cccc(N2C(=O)C(Cl)=C(N3CCOCC3)C2=O)c1

entry no.,25,26,27,28,29,30,31,32
TRPML3 agonist,-0.6,1.1,0.3,0.0,-1.1,0.0,1.4,0.1
S1P4 ag,0.1,-0.3,-1.6,0.5,-0.9,-0.5,0.7,1.8
NPY-Y1 antag,6,0,5,-4,0,-6,-2,8
S1P4 antag,-21,7,-4,-21,-6,5,-10,-12
NPY1 pot ag,-2,-11,2,-14,-44,-23,8,-10
zfTRPN1 agonist,-2.9,2.1,0.6,0.1,-1.8,0.2,0.0,1.2
CHOP inh,8,-6,0,4,18,9,23,2
EP2 modulator,17,-22,-15,35,2,9,-13,22
NPY-Y2 PAM-ag,4,-4,1,4,6,-37,7,-11

33) O=C(/C=C/c1ccccc1Cl)Nc1ccncc1
34) CCOC(=O)C1C(=O)OC(C)(C)C1C(CC)C(=O)c1ccccc1 (stereo not given)
35) O=S(=O)(NCc1csc(-c2cccnc2)n1)c1ccc(Cl)s1
36) CCCCN1c2ccccc2N(CCCO)c2cc(C)nnc21
37) O=C(Cn1cnc2c(nnn2Cc2ccccc2)c1=O)c1ccc(Cl)cc1
38) Cc1cccc(-n2cc(CNCCc3nc(C)cc(C)n3)c(-c3cccc(F)c3)n2)c1
39) COc1cccc(/C=C/C(=O)OCC(=O)NCc2ccc(Cl)cc2)c1
40) C=CCNC(=S)NNC(=O)CCC(O)CCCCC (stereo not given)

entry no.,33,34,35,36,37,38,39,40
TRPML3 agonist,-1.0,0.2,1.4,0.8,-0.4,0.8,0.0,0.3
S1P4 ag,-0.5,-0.2,1.7,-0.8,-0.3,1.5,-0.2,-0.5
NPY-Y1 antag,-1,2,-6,7,7,.,11,3
S1P4 antag,-9,-9,1,-11,4,-9,-4,-10
NPY1 pot ag,-15,26,-6,-9,-8,-7,-7,3
zfTRPN1 agonist,0.1,-0.3,2.8,0.4,1.1,1.6,-2.1,0.4
CHOP inh,-7,7,27,-1,11,9,12,0
EP2 modulator,-8,5,-21,-8,6,9,-36,4
NPY-Y2 PAM-ag,7,-3,3,19,-2,-16,-12,-3

41) CC(=O)OCCCn1c(C)[n+](C)c2cc(Cl)c(Cl)cc21
42) O=C(O)c1cc(Cl)ccc1NC(=O)C1CCCO1 (stereo not given)
43) O=C(NC1CCCCC1)C1CCN(S(=O)(=O)N2CCOCC2)CC1
44) CCn1cc(C(=O)NCc2ccc(Cl)cc2)c(=O)c2cc(S(=O)(=O)N3CCOCC3)ccc21
45) O=C(CNC(=S)N(Cc1ccccc1)Cc1ccccc1F)NCc1ccc(Cl)cc1
46) Cc1ccc(OCC(=O)OC2CCS(=O)(=O)C2)cc1 (stereo not given)
47) CCOC(=O)CSc1c(-c2ccccc2)c2cc(Cl)ccc2[nH]c1=O
48) CC1CC2=C(CC1/C=N/NC(N)=S)C(C)(C)CCC2 (stereo not given)

entry no.,41,42,43,44,45,46,47,48
TRPML3 agonist,0.5,0.3,-0.1,-0.3,0.5,0.8,0.9,0.7
S1P4 ag,0.1,1.1,1.7,-0.8,0.3,-0.1,0.1,-4.6
NPY-Y1 antag,1,13,-2,3,-4,1,6,-2
S1P4 antag,-21,-19,-7,2,18,-1,-7,30*
NPY1 pot ag,13,-5,-18,3,21,-22,14,-19
zfTRPN1 agonist,0.3,0.4,0.9,0.1,-0.6,1.0,0.9,-0.7
CHOP inh,-11,-8,-14,2,78*,20,91*,90*
EP2 modulator,-5&-23,18,33,-6,41,1,55,16
NPY-Y2 PAM-ag,2,-4,-15,-2,7,-4,6,-2

Arranged by SMILES length (smallest number first): part of the list above
46) Cc1ccc(OCC(=O)OC2CCS(=O)(=O)C2)cc1 (stereo not given)
41) CC(=O)OCCCn1c(C)[n+](C)c2cc(Cl)c(Cl)cc21
43) O=C(NC1CCCCC1)C1CCN(S(=O)(=O)N2CCOCC2)CC1

entry no.,46,41,43
TRPML3 agonist,0.8,0.5,-0.1
S1P4 ag,-0.1,0.1,1.7
NPY-Y1 antag,1,1,-2
S1P4 antag,-1,-21,-7
NPY1 pot ag,-22,13,-18
zfTRPN1 agonist,1.0,0.3,0.9
CHOP inh,20,-11,-14
EP2 modulator,1,-5&-23,33
NPY-Y2 PAM-ag,-4,2,-15

Remaining list, next part
49) COc1ccccc1NS(=O)(=O)c1cccc(NC(=O)c2[nH]c(C)c(C(C)=O)c2C)c1
50) Cc1ccc(S(=O)(=O)N2CCOCC2)cc1C(=O)NNC(=O)c1ccoc1C
51) CC(=O)NCC(=O)OCC(=O)c1ccc(C)c(C)c1
52) O=C(C1CCCN(S(=O)(=O)c2ccccc2[N+](=O)[O-])C1)N1CCCC1 (stereo not given)
53) O=C1CCCCCN1CSc1nc2ccccc2s1
54) Cc1cc([N+](=O)[O-])nn1CC(=O)N1CCN(Cc2ccccc2)CC1
55) Cc1occc1C(=O)Nc1c(F)cc(F)cc1Br
56) CC(C)=CCN1CCN(CCC2=C(C)CCCC2(C)C)CC1CCO (stereo not given)

entry no.,49,50,51,52,53,54,55,56
TRPML3 agonist,1.7,0.0,-0.2,0.4,1.7,0.5,-0.7,1.4
S1P4 ag,0.8,2.3,-1.2,0.5,1.4,-1.4,0.0,0.2
NPY-Y1 antag,.,3,-1,1,7,5,-4,12
S1P4 antag,-16,10,-13,-9,-26,-12,-14,1
NPY1 pot ag,19,32,-10,-9,-6,0,-21,-18
zfTRPN1 agonist,5.4,0.4,0.3,0.7,-0.7,0.2,-1.6,2.1
CHOP inh,13,3,24,7,29,1,-5,9
EP2 modulator,-25,-16,16,4,2,-6,6,-35
NPY-Y2 PAM-ag,11,3,-5,-1,-16,2,2,-28

57) Cc1ccccc1Cn1c(Cc2ccccc2)nc2ccccc21
58) c1ccc2[nH]c(SCc3cn4cccnc4n3)nc2c1
59) COC(=O)c1ccc(Sc2ccc(Cl)cc2)c(N)c1
60) CCOC(=O)N1CCN(S(=O)(=O)c2ccc(F)cc2)CC1
61) COc1ccc(/C=N/NC(=O)c2cc(-c3ccc4c(c3)OCO4)n[nH]2)cc1OC

entry no.,57,58,59,60,61
TRPML3 agonist,-0.8,-0.3,-1.0,0.4,0.1
S1P4 ag,-4.7,1.0,1.7,0.9,-4.3
NPY-Y1 antag,15,-2,-3,4,2
S1P4 antag,19,-20,-2,-6,-20
NPY1 pot ag,-13,10,13,0,11
zfTRPN1 agonist,-1.9,0.7,-2.4,1.4,1.8
CHOP inh,56,-28,41,31,20
EP2 modulator,71*,-9,-20,13,-2
NPY-Y2 PAM-ag,1,6,-3,-13,12

Source: PubChem BioAssay
